Compound activity (PubChem)
ROCK2 inh: blocks human Rho kinase 2 activity; O75116; purified ROCK2, Kinase-Glo ATP depletion luminescence; inhibition, % at 6 µM; 60,000 tested, 0.35% active; AID 604;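 active means inhibition above the screen-wide mean inhibition plus 3 SD, cut at about 18% in these data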;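 further: plate controls were DMSO wells for no effect and Y-27632 control wells after no-enzyme background subtraction for full effect; many of its hits are not listed in these tables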
PKA kinase inh: blocks human protein kinase A activity; P17612; PKA Kemptide phosphorylation, Kinase-Glo ATP luminescence; inhibition, % at 6 µM; 65,000 tested, 0.1% active;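 active means inhibition above the screen-wide mean inhibition plus 3 SD, cut at about 21% in these data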; further: many of its hits are not listed in these tables
AP complement: alternative pathway complement inhibition, orthogonal assay; inhibition, % at 5 µM; Human serum alternative complement pathway, LPS-coated ELISA, C3 deposition; tested in compound mixtures; 62,000 tested, 0.08% active;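 active means inhibition above 30% in each of the two pooled mixtures holding the compound, so the lower value exceeds 30%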;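 further: 0% = serum in Mg-EGTA without compound and 100% = EDTA serum blank; some compounds past the cut are filed as inactive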
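Test system: human serum complement alternative pathway, C3 deposition onto LPS / Medium: Mg2+-EGTA GVB++ buffer containing human serum at 1:15 dilution / Probe or stimulus: Plate-bound LPS / Times: 1 h at 37 °C / Signal: ELISA with HRP anti-human C3 antibody, TMB substrate, absorbance 450 nm / Measure: percent inhibition / Repeats: two pool placements per compound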
Ec RNAP inh: blocks E. coli RNA polymerase transcription; P0A8V2; fluorescence transcription assay; 62,000 tested, 0.2% active; AID 559; inhibition, %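 (tested at 10 µM)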; in the data active means inhibition above about 20%;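 further: 0% = enzyme without compound and 100% = no enzyme blank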
CatB mixtures: human cathepsin B inhibition by mixtures | P07858 | Purified cathepsin B, AMC dipeptide fluorescence, compound mixtures | inhibition, %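 (ten-compound pools at 5 µM per compound and 50 µM total)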 | 62,000 tested, 0.06% active; in the data active means inhibition above about 22%, passing the limit was not always enough; inconclusive means no clear call, values can overlap the other calls;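 further: 0% = enzyme without compound and 100% = no enzyme blank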
RORa activator: activates the human nuclear receptor RORA; AID 560; CHO-K1 Gal4-RORA LBD luciferase reporter, luminescence; percent increase over mock-subtracted basal signal; 65,000 tested, 1.5% active; activation, % at 10 µM;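 active means activation above the mean of all tested compounds plus 3 SD, cut at about 49% in these data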;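 further: 0% = DMSO-treated RORA cells and 100% = added signal equal to DMSO minus mock-transfected cells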
CatS inh: human cathepsin S inhibition; inhibition, %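 (tested at 5 µM per compound within 10-compound mixtures)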; P25774; recombinant cathepsin S, AMC dipeptide fluorescence, pooled mixtures; 62,000 tested, 0.06% active; in the data active means inhibition above about 32%, passing the limit was not always enough; inconclusive means no clear call, values can overlap the other calls;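 further: 0% = enzyme without compound and 100% = blank without enzyme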
Target sequence (P25774 115-331 limits assumed): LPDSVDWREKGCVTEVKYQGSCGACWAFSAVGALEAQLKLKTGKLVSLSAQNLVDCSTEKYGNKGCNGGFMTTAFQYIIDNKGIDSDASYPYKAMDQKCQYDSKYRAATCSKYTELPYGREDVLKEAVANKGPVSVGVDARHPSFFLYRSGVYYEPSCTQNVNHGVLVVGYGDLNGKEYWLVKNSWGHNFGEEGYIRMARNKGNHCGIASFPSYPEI
CatB block: inhibitors of human cathepsin B. inhibition, %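 (tested at 10 µM)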. P07858. purified cathepsin B, fluorogenic substrate, fluorescence. 63,000 tested, 0.1% active; in the data active means inhibition above about 21%;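 further: 0% = enzyme with no compound and 100% = no enzyme blank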
JNK3 inh: inhibitors of human JNK3 kinase; purified JNK3 kinase activity, HTS; 60,000 tested, 0.61% active; P53779; inhibition, % at 8 µM; in the data active means inhibition above about 17%;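 further: 0% = DMSO and 100% = reference inhibitor; many of its hits are not listed in these tables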
Target sequence (P53779 whole entry, looked up): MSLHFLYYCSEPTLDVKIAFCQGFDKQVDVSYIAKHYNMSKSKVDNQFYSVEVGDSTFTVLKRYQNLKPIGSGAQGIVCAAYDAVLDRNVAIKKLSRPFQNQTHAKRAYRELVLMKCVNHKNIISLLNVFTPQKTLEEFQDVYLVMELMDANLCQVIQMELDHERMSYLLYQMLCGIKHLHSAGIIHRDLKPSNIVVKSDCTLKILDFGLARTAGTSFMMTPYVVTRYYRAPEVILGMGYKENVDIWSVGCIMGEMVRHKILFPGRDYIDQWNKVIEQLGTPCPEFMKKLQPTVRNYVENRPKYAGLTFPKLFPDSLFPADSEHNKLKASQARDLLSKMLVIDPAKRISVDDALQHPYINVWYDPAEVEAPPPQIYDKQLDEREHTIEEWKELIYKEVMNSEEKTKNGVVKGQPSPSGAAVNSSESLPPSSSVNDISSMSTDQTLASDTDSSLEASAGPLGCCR
The depositor's hits bear a star; u = inconclusive; x = no result given.

SMILES	ROCK2 inh	PKA kinase inh	AP complement	Ec RNAP inh	CatB mixtures	RORa activator	CatS inh	CatB block	JNK3 inh
CCOC(=O)c1ccc2nc(C)c3c(c2c1)OC(C)C3 (stereo not given)	-4	4	11	2	4	-16	0	3	-3
O=C(Cn1nnc(-c2ccccc2F)n1)Nc1cccc2ncccc12	x	19	18	5	4	-8	-2	-1	x
C(=N\n1cnnc1)/C1CCCCC1	x	5	20	7	4	20	5	1	x
COc1cc(NC(=O)c2ccco2)c(OC)cc1NC(=O)Nc1ccc(Cl)cc1	0	0	-2	8	2	2	-2	0	0
CCCS(=O)(=O)N1CCN(C(=O)c2cccnc2)CC1	8	7	6	7	2	-2	-11	2	0
NC(=O)c1cccc2c3c([nH]c12)CCCC3	-2	-4	3	4	1	-9	17	4	11
CN(C)CCCNC(=O)c1ccc(CN(c2ccccc2)S(C)(=O)=O)cc1	4	4	1	4	-9	-8	-5	1	2
CCOC(=O)c1sc(NC(=O)CSc2nnnn2-c2ccc(C)cc2)c(C(=O)OCC)c1C	4	11	x	x	x	0	x	x	0
Nc1nnc(-c2ccc(F)cc2)s1	3	4	11	x	3	-11	6	x	-1
C[n+]1cnn2c1SCC1(COC1)C2	6	7	2	4	-9	8	-5	1	7
COc1ccc(CNc2nc3nc(C)cc(C)n3n2)cc1OC	-2	6	11	4	5	-5	-5	-2	3
O=C1CCc2cc(S(=O)(=O)N3CCN(Cc4ccc5c(c4)OCO5)CC3)ccc2N1	1	7	23	2	1	-4	12	2	4
COc1ccc(NC(=O)CCCN2C(=O)CCC2=O)cc1Cl	-3	-7	-1	0	0	-6	1	1	-11
c1ccc(-c2nnc(-c3ccco3)o2)cc1	-1	0	17	0	7	23	-5	-1	0
CCOC(=O)C1=C(C)Nc2ccccc2N=C1NC(=O)CCCN1C(=O)c2ccccc2C1=O	4	5	-4	6	-4	-4	12	2	0
O=C(CSc1nc2cc(Cl)ccc2o1)c1cccs1	-1	8	-3	3	2	11	2	-1	-7
Fc1ccc(-c2cc3nc(-c4ccccc4)cc(N4CCOCC4)n3n2)cc1	x	5	-5	-12	-1	2	10	0	x
O=C1C2C3C=CC(C3)C2C(=O)N1c1cccc(N2C(=O)C3C4C=CC(C4)C3C2=O)n1 (stereo not given)	3	-3	14	-5	-5	12	u	2	-6
COC(=O)CSc1nnc(-c2cccc(NC(=O)c3ccc(C)cc3)c2)n1C	2	5	15	10	3	0	-4	-1	2
COC(=O)c1c(N)c(C#N)c2n1CCCCC2	7	4	7	3	3	-17	-7	-6	6
O=C(CN(Cc1ccc(F)cc1)C(=O)c1ccco1)NCc1ccc(F)cc1	0	5	0	6	5	8	34	4	-6
CCOCCOC(=O)C(C)Sc1n[nH]c(=O)[nH]c1=O (stereo not given)	-3	-6	7	-2	1	-1	-7	3	-11
CC1C(c2ccccc2)=[N+]([O-])C2(CCCC2)N1O (stereo not given)	2	8	0	-1	0	-14	-4	4	3
O=C(Cc1cccs1)OCC(=O)c1ccco1	1	1	15	8	9	-4	16	-2	5
O=C(CSc1nc2ccccc2s1)N1CCOCC1	4	12	-5	4	3	0	-2	3	2

Part of the list above in order of molar mass, ascending.
SMILES	ROCK2 inh	PKA kinase inh	AP complement	Ec RNAP inh	CatB mixtures	RORa activator	CatS inh	CatB block	JNK3 inh
Nc1nnc(-c2ccc(F)cc2)s1	3	4	11	x	3	-11	6	x	-1
C[n+]1cnn2c1SCC1(COC1)C2	6	7	2	4	-9	8	-5	1	7
c1ccc(-c2nnc(-c3ccco3)o2)cc1	-1	0	17	0	7	23	-5	-1	0
NC(=O)c1cccc2c3c([nH]c12)CCCC3	-2	-4	3	4	1	-9	17	4	11
CC1C(c2ccccc2)=[N+]([O-])C2(CCCC2)N1O (stereo not given)	2	8	0	-1	0	-14	-4	4	3
CCOC(=O)c1ccc2nc(C)c3c(c2c1)OC(C)C3 (stereo not given)	-4	4	11	2	4	-16	0	3	-3
CCOCCOC(=O)C(C)Sc1n[nH]c(=O)[nH]c1=O (stereo not given)	-3	-6	7	-2	1	-1	-7	3	-11
CCCS(=O)(=O)N1CCN(C(=O)c2cccnc2)CC1	8	7	6	7	2	-2	-11	2	0
COc1ccc(CNc2nc3nc(C)cc(C)n3n2)cc1OC	-2	6	11	4	5	-5	-5	-2	3
COc1ccc(NC(=O)CCCN2C(=O)CCC2=O)cc1Cl	-3	-7	-1	0	0	-6	1	1	-11
O=C(Cn1nnc(-c2ccccc2F)n1)Nc1cccc2ncccc12	x	19	18	5	4	-8	-2	-1	x
CN(C)CCCNC(=O)c1ccc(CN(c2ccccc2)S(C)(=O)=O)cc1	4	4	1	4	-9	-8	-5	1	2
COc1cc(NC(=O)c2ccco2)c(OC)cc1NC(=O)Nc1ccc(Cl)cc1	0	0	-2	8	2	2	-2	0	0
O=C1CCc2cc(S(=O)(=O)N3CCN(Cc4ccc5c(c4)OCO5)CC3)ccc2N1	1	7	23	2	1	-4	12	2	4
CCOC(=O)C1=C(C)Nc2ccccc2N=C1NC(=O)CCCN1C(=O)c2ccccc2C1=O	4	5	-4	6	-4	-4	12	2	0

Next section
SMILES	ROCK2 inh	PKA kinase inh	AP complement	Ec RNAP inh	CatB mixtures	RORa activator	CatS inh	CatB block	JNK3 inh
O=C(NC1CC1)C1CCC(=O)N1C1CCCC1 (stereo not given)	7	10	6	5	2	-7	-6	1	-4
CCOCCn1c(SCc2ccccc2)nc2c1c(=O)[nH]c(=O)n2C	5	5	5	5	5	18	16	8	-3
Cc1ccccc1NC(=O)C1CC(=O)N(c2ccccc2F)C1 (stereo not given)	6	6	13	4	5	-1	0	-5	-1
CCOC(=O)C(NC(=O)c1ccccc1)(Nc1cc(C)on1)C(F)(F)F (stereo not given)	-1	2	3	6	4	-3	5	3	5
COc1ccc(Cl)cc1C(=O)Nc1ccccc1N1CCN(C(=O)C(C)C)CC1	x	7	7	15	0	-2	4	2	x
O=c1cnnc(SCCc2ccccc2)[nH]1	8	7	5	9	6	21	-1	4	1
Cc1cc(=S)n(-c2ccccc2)n1C	9	9	-2	9	1	-6	-16	0	-4
CCN(CC)S(=O)(=O)c1cccc(C(=O)Oc2cccnc2)c1	x	9	0	7	-4	-6	6	2	x
COc1cc2c(C(=O)N3CCN(C)CC3)c(C)oc2cc1Br	0	-2	1	8	11	-18	20	2	-4
O=C(O)c1ccccc1SCc1ccc2c(c1)OCO2	4	16	9	2	-1	-3	-2	1	-1
Cn1c(NCCc2ccccc2)cc(=O)n(C)c1=O	3	3	25	-3	2	-7	-5	2	10
COc1cc(NC(=O)C2CC2)c(C(=O)O)cc1OC	x	-3	4	x	-1	-18	8	1	x
c1ccc(CCNc2ncnc3c2nnn3Cc2ccccc2)cc1	x	7	3	2	0	6	0	4	x
CN1CCN(S(=O)(=O)c2cccc(C(=O)Nc3sc4c(c3C(N)=O)CCCC4)c2)CC1	2	12	12	3	2	10	-1	-1	2
COC(=O)CCNc1ccc2c(c1)OCCO2	3	9	-26	-3	-2	-14	-1	-7	-9
COCCOC(=O)C(C#N)c1nc2ccccc2nc1N1CCN(Cc2ccccc2)CC1 (stereo not given)	2	-1	8	11	9	6	15	7	4
COc1ccc(OC)c(NC(=O)COC(=O)c2ccc(-n3cnnn3)cc2)c1	2	5	-5	4	-3	7	10	3	-1
Nc1nc(SCc2nc3scc(-c4cccs4)c3c(=O)[nH]2)n[nH]1	3	6	-2	2	5	-10	1	5	-2
COC(=O)c1ccc(COc2ncnc3c(Cl)cc(Cl)cc23)o1	-1	5	-3	7	4	2	8	2	1
Cn1c(C(O)c2ccccc2F)nc(Cl)c1Cl (stereo not given)	7	8	-12	13	1	24	6	1	1
CCC(=O)OCCn1c(Br)nc2c1c(=O)[nH]c(=O)n2C	4	10	-12	5	-1	-18	-1	9	-3
COc1cc(CC(=O)N2CCc3ccccc32)cc(OC)c1OC	3	7	7	4	0	-6	-11	2	11
COc1ccc(C(=O)Nn2c(C)ccc2C)cc1OC	-3	-8	23	4	6	-5	-6	3	-1
CCC(C)NC(=O)Cn1c(=O)n(CCCCC(=O)NCc2ccco2)c(=O)c2ccccc21 (stereo not given)	x	10	22	7	3	20	-5	1	x
CCOC(=O)N1CCN(C(=O)C2CCC(=O)N2C(C)C)CC1 (stereo not given)	5	3	6	8	4	3	-1	3	-4
Next part:
SMILES	ROCK2 inh	PKA kinase inh	AP complement	Ec RNAP inh	CatB mixtures	RORa activator	CatS inh	CatB block	JNK3 inh
COc1ccc(CCNC(=O)C2CCCN(c3nn4c(=O)cc(C)nc4s3)C2)cc1OC (stereo not given)	4	10	5	7	5	-2	2	-7	4
CC1CCCCN1C(=O)c1cnn2c(C(F)(F)F)cc(-c3ccco3)nc12 (stereo not given)	1	-9	7	x	-2	11	0	0	4
CSC1=C(C#N)C(C)CC(=O)N1 (stereo not given)	0	3	2	14	-6	0	-13	5	3
N#Cc1c(NC(=O)CSc2nnc(-c3ccccc3O)n2-c2ccccc2)sc2c1CCCC2	-4	5	10	0	-1	-18	-3	1	1
O=C(NCc1nnc(SCC(=O)N2CCC(Cc3ccccc3)CC2)o1)c1ccccc1F	0	8	26	0	-4	5	-4	0	-4
C=CCn1c(SC2CCOC2=O)nc2scc(C3CC3)c2c1=O (stereo not given)	1	0	16	3	10	-12	3	1	-2
COC(=O)CN(c1cc(C(F)(F)F)ccc1Cl)S(C)(=O)=O	5	10	-9	7	-4	-5	8	0	-1
COc1ccccc1N1CCN(CC(=O)c2c(C)[nH]c3ccccc23)CC1	-4	-2	-8	-3	-4	-8	-8	3	-6
O=C(CCCOc1ccccc1)N1CCc2ccccc2C1	-5	-2	9	1	-2	18	4	2	-4
COc1ccc2c(-c3ccccc3)cc3nnnn3c2c1	1	-2	-3	4	2	0	10	-1	3
O=C(/C=N/O)Nc1ccc(F)cc1	-6	-7	10	-6	0	-16	0	3	-8
CCOC(=O)N1CCN(C(=O)CSCC(=O)N=c2sc3ccccc3n2C)CC1	x	2	15	5	37	-10	1	-7	x
CCn1c(=O)c(-[n+]2ccccc2)c(O)c2ccccc21	3	6	13	2	2	10	-3	2	-5
COc1ccc(Cl)cc1S(=O)(=O)N1CCN=C1C	-5	10	-1	0	-3	-10	-7	7	2
CS(=O)(=O)N(CC(=O)Nc1ccc2c(c1)OCCO2)Cc1ccc(Cl)cc1	4	2	16	-5	-5	2	0	0	-11
CCCn1c(=O)c2c(c3ccccc31)OCC(=O)N2	6	9	-11	11	-3	-20	18	4	-10
COc1ccc(CNC(=O)C2CC=CCC2C(=O)O)cc1OC (stereo not given)	10	10	-5	7	0	-4	3	-3	-2
CCN(CC)C(=O)C1CCCN(Cc2ccccc2C(F)(F)F)C1 (stereo not given)	3	5	6	8	0	2	-9	4	3
CC(C)[C@H](NC(=O)NCCc1ccc(F)cc1)C(=O)O	3	6	3	11	2	31	-3	2	3
Cn1c(CN2CCOCC2)nc2cc(NC(=O)c3ccc(Cl)cc3)ccc21	0	-9	-3	2	-1	5	7	0	-4

Some of the compounds tested. The share of hits here may be higher or lower than overall.
